Assay outcomes from PubChem BioAssay.
TRHR ag = TRH receptor (human) agonism. activation, % at 2 µM. P34981. AID 493084. TRHR cells, calcium flux fluo-8, FDSS agonist mode. 360,000 tested, 0.18% active; in the data active = activation above about 30%; also: 0% is about no effect
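Agonist-mode FDSS calcium read (Ex 480/Em 530, 1 s cycles) in 1536-well TRHR cells with fluo-8 dye, after 10-cycle baseline and 23 nL compound addition; TRH at EC20 (10 nM final) added afterwards for the enhancer phase.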
Apoferritin bind = candidate novel general anesthetic via apoferritin binding; P02791; apoferritin/1-aminoanthracene competitive binding, fluorescence; Potency, µM (titrated, usually from 77.5 µM), without a hit: at the highest dose activity change, negative = displacement, hits mostly inhibitors; 350,000 tested, 0.074% active; AID 485281; also: potency is read from the fitted curve at half-maximal effect; % is scaled to controls: 0 for no effect and ±100 for the full control effect; nearly all actives have a fitted effect of over 20% in size
Target sequence (P02791 2-175 limits assumed): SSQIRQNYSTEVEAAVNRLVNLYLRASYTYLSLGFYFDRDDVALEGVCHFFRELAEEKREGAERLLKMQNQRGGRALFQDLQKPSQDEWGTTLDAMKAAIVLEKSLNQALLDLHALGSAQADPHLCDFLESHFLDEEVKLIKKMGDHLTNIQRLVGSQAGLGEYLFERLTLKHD
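Horse-spleen apoferritin (10 uM) in 50% saturated 1-aminoanthracene in PBS was incubated 10 min at room temperature with compound. Fluorescence (ex 380, em 535 nm) was normalized to free and bound 1-AMA, with concentration-response fitted by a four-parameter Hill equation.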
ERG Ets-DNA blk = inhibitors of human ERG Ets domain-DNA interaction; 370,000 tested, 0.028% active; Potency, µM (series often up to 76.9 µM), for the others: top-dose FP activity, negative = inhibition, actives largely listed as inhibitors; AID 624246; fluorescence polarization, His-ERG Ets domain / labelled DNA; active = well fitted inhibition curve with a large enough effect in the polarisation, with a control signal flat; inconclusive = small, poorly fitted or top-dose-only effect, or effect the other way, or a change in a side signal; inactive = no such curve, though single readings can be large or run the other way; the % refers to the polarisation;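 also: polarization taken with two DNA probes labelled with fluorescein and Texas red; potency is read from the fitted curve at half-maximal effect; % of control where 0% means no effect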
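His-tagged ERG Ets domain (1 uM in the protein solution; 300mM KCl, 50mM Tris-HCl, 1mM EDTA, 1mM DTT, pH 7.5) received compound, then a probe mix of 5 nM fluorescein-DNA and 100nM Texas-615-DNA. Fluorescence polarization was read for both dyes.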
Pol iota inh = inhibitors of human DNA polymerase iota; Q9UNA4; Pol iota fluorescent replication assay, 10 min; Potency, µM (top dose mostly 115 µM), inactives show top-dose activity, negative = inhibition, actives largely listed as inhibitors; 390,000 tested, 1% active; AID 588590; also: potency is read from the fitted curve at half-maximal effect
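Pol iota at 10 nM preincubated 15 min with compounds at room temperature; reaction started with fluorescent substrate, 50 nM final. Fluorescence read kinetically at 0 and 10 min; buffer-only wells as negative control.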
APEX1 inh = APE1 (human) endonuclease inhibition | P27695 | AID 2517 | 350,000 tested, 0.35% active | recombinant APE1, TAMRA/BHQ-2 abasic DNA cleavage fluorescence | Potency, µM (top dose mostly 65.8 µM), without a hit: at the top dose activity change, negative = inhibition, actives largely listed as inhibitors;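 also: potency is read from the fitted curve at half-maximal effect; plate controls were vehicle for no effect and reference inhibitor for full effect; nearly all actives have a fitted effect of over 55% in size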
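Measures dequenching upon AP-site incision of a 5'-TAMRA/3'-BHQ-2 THF-containing duplex, 50 nM; human APE1 0.75 nM after 15 min room-temperature exposure to compound; kinetic three-point read at one-minute spacing.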
BLM inh = blocks DNA unwinding by human BLM helicase. P54132. recombinant BLM DNA unwinding, fluorescence dequenching. Potency, µM (top dose mostly 56.1 µM), for the others: at the top dose activity change, negative = inhibition, actives largely listed as inhibitors. 350,000 tested, 0.2% active;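 also: potency is read from the fitted curve at half-maximal effect; plate controls were vehicle for no effect and no enzyme for full effect; nearly all actives have a fitted effect of over 35% in size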
12-LOX inh = blocks human arachidonate 12S-lipoxygenase; purified 12hLO, xylenol orange hydroperoxide absorbance; Potency, µM (highest dose often 108 µM), without a hit: at the top dose activity change, negative = inhibition, most hits filed as inhibitors; 580,000 tested, 1.1% active; also: potency is read from the fitted curve at half-maximal effect; % is scaled to controls: 0 for no effect and ±100 for the full control effect
Target sequence (P18054 whole entry, looked up): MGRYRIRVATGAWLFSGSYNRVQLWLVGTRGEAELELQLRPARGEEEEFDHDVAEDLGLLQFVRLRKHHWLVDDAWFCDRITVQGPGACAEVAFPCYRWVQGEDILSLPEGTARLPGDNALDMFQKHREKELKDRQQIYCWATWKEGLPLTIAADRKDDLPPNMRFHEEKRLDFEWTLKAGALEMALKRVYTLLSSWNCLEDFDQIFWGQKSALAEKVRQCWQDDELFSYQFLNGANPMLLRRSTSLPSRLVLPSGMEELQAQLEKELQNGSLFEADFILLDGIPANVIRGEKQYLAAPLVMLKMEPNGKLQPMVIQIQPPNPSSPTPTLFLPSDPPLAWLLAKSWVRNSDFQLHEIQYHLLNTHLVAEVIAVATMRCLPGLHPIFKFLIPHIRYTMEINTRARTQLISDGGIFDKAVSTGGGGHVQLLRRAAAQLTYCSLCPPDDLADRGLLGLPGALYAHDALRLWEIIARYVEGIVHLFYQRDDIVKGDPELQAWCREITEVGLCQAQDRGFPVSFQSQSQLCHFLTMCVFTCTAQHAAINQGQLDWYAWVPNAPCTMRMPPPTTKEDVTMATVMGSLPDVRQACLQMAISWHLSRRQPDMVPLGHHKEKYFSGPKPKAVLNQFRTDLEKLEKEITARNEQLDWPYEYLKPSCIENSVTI
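Purified human 12hLO (150 nM final) in 25 mM Hepes, 0.01% Triton X-100, pH 7.0 was preincubated 15 min at room temperature with compound. Then 40 uM arachidonic acid was added, 30 min. Hydroperoxide was read by Fe-XO absorbance ratio 573/405 nm.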
Pol beta inh = inhibitors of human DNA polymerase beta; P06746; Pol beta primer extension/strand displacement, fluorescence kinetic; Potency, µM (doses to about 114 µM), without a hit: top-dose activity change, negative = inhibition, actives largely listed as inhibitors; 340,000 tested, 1.3% active; AID 485314; also: potency is read from the fitted curve at half-maximal effect; % is scaled to controls: 0 for no effect and ±100 for the full control effect
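Homogeneous kinetic assay of primer extension and strand displacement by 10 nM Pol beta, preincubated 15 min at room temperature with compound before 50 nM substrate (final) was added. Read at 0 and 10 min; four-parameter Hill fit.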
POLK inh = DNA polymerase kappa (human) inhibition; Q9UBT6; 400,000 tested, 0.53% active; Potency, µM (highest dose often 107 µM), for the others: top-dose activity, negative = inhibition, usual class: inhibitors; purified Pol kappa, fluorescent DNA synthesis assay, 10 min; also: potency is read from the fitted curve at half-maximal effect; % is scaled to controls: 0 for no effect and ±100 for the full control effect
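Kinetic fluorescence screen: compound preincubated 15 min RT with 10 nM enzyme; 50 nM substrate (final) initiates; reads at 0/10 min.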
* = called active by the depositor; u = inconclusive; x = no result given; & = joins results of further samples; [ ] = remark or other dose. Unless noted, calls follow the shape of the dose curve; as a rule, active = well fitted curve in the direction sought with a large enough effect; inconclusive = small, poorly fitted or top-dose-only effect, or another doubt; inactive = no such curve, though single readings can be large; an effect the other way counts as inactive or inconclusive. These rows are one share of the data (hit frequency here may not be typical).

SMILES | TRHR ag | Apoferritin bind | ERG Ets-DNA blk | Pol iota inh | APEX1 inh | BLM inh | 12-LOX inh | Pol beta inh | POLK inh
CC(C)OC(=O)c1cccc(C(=O)Nc2cccc(NC(=O)c3cccc(C(=O)OC(C)C)n3)n2)n1 | -0.7 | 5% | 4% | 17% | 6% | -8% | 2% | 11% | 1%
CSc1nc2ccccc2nc1N(C)S(=O)(=O)c1ccc(C)cc1 | -3.3 | -12% | 5% | 10% | 13% | -1% | 4% | u | 1%
O=C(Nc1cccnc1)c1cc(-c2ccc3c(c2)OCO3)on1 | -0.4 | -9% | 6% | -2% | 8% | 0% | 9% | 40% | -10%
Cc1cccc(OCCCn2c(CCNC(=O)C(C)(C)C)nc3ccccc32)c1 | -2.4 | 4% | 12% | -11% | x | 0% | u | 27% | -14%
CNC(=O)CSc1nnc(-c2ccc(S(=O)(=O)N3CCCC3)cc2)n1-c1cccc(C)c1C | 0.9 | -7% | x | 10% | 0% | 1% | 20% | 12% | -12%
COc1cc(Nc2nc3ccccc3c3nnc(C)n23)cc(OC)c1 | -0.3 | -9% | -1% | 18% | x | -1% | -24% | 1% | 1%
CN(C(=O)CSc1nncn2c1cc1occc12)c1ccccc1 | 0.1 | -7% | -1% | 21% | x | -5% | -23% | 8% | -6%
CCc1nnc2c3ccccc3nc(Nc3ccc(F)c(Cl)c3)n12 | 0.8 | -18% | -3% | -4% | x | -1% | -15% | 0% | -6%
CC(C)Nc1nnc(SC(C)C(=O)NCc2ccc3c(c2)OCO3)s1 (stereo not drawn) | -0.4 | -8% | -1% | -7% | 2% | 0% | 3% | -1% | -4%
CC(C)C(=O)Nc1cccc(C(=O)Nc2nnc(CC(C)(C)C)s2)c1 | 0.1 | u | -4% | 27% | x | -3% | -1% | -27% | -10%
NC(=O)C1CN(C(=O)c2nn(Cc3ccccc3)c(=O)c3ccccc23)c2ccccc2O1 (stereo not drawn) | -0.2 | x | 0% | 13% | 13% | x | -10%&-30% | x | -6%
O=C1c2cc(Cl)ccc2OC2(CCNCC2)C12CC(c1ccc(Cl)cc1)=NO2 (stereo not drawn) | 1.3 | -10% | 5% | u | u | 2% | x | -15% | -7%
CCN(CC)S(=O)(=O)c1ccc(N/N=C(\C)c2ccc(OC)cc2O)nc1 | -0.3 | 25% | -5% | -6% | -8% | -10% | 14% | -30% | -6%
COc1ccc(-c2nc(N=Nc3ccc(O)cc3)n[nH]2)cc1 | -0.6 | -14% | -12% | -10% | 5% | -2% | u | 0% | -10%
CSc1cccc(CN2CCN(Cc3ccccc3)C(CCO)C2)c1 (stereo not drawn) | -2.3 | -6% | 6% | 12% | 3% | -1% | -12% | 9% | -8%
COc1ccccc1NC(=O)c1ccc(NC(=O)C2CC2C)cc1 (stereo not drawn) | x | x | -5% | 9% | 4% | x | 8% | x | 0%
COCCn1nnnc1C(c1ccccc1Cl)N1CCN(c2ccccc2OC)CC1 (stereo not drawn) | -0.6 | -18% | 8% | -1% | -4% | 0% | -15% | 1% | -5%
CC(C)(C)OC(=O)CN1C(=O)C(Sc2n[nH]c(-c3ccccc3)n2)CCc2ccccc21 (stereo not drawn) | -0.5 | -19% | -2% | 26% | -12% | -9% | 2%[57.4 µM] | 3% | -7%
Cc1cccc(NC2=NCC(=O)N2Cc2ccccc2)c1 | -1.6 | -12% | 4% | u | -10% | -1% | u | -10% | 9%
CC1=C(C)C(O)N(Cc2ccccc2)C1=O (stereo not drawn) | 0.6 | -2% | -3% | 22% | 24% | -1% | -8% | 12% | 8%
O=C(c1cc([N+](=O)[O-])ccc1N1CCOCC1)N1CCCC1 | -0.1 | -11% | 8% | 10% | 16% | 2% | -28% | 50% | 0%
COCCC(=O)N1CCCC(C(=O)c2ccc3c4c(cccc24)CC3)C1 (stereo not drawn) | 0.3 | -2% | 5% | 84%[activator] | 15% | 3% | -16% | 5% | 4%
O=[N+]([O-])c1cccc(-c2ccc3nnc(SCc4cccnc4)n3n2)c1 | x | x | -8% | 17% | x | x | 6% | x | -9%
Cc1nn(CC(=O)c2ccccc2Cl)c(C)c1[N+](=O)[O-] | -0.5 | u | 10% | 78%[activator] | u | -3% | -13% | 69% | 1%
O=C(NCCN1CCOCC1)c1ccccc1OCc1ccccc1 | x | x | 12% | 62%[activator] | -7% | x | 22% | x | -12%
Cc1ccc(SCCSc2nc(N)cc(=O)[nH]2)cc1 | -0.6 | u | 7% | 30%[activator] | 60%[activator] | -4% | 14% | 1% | 14%
Cc1ccc(C(=O)OCC(=O)NCc2cccs2)cc1 | 0.0 | -4% | 3% | -29% | 2% | -3% | -3% | 37%[activator] | -14%
CCOc1ccccc1NS(=O)(=O)c1ccc(-c2cnc(C3CC3)o2)cc1 | 0.3&2.1 | -15%&69% | 2%&0% | -20%&-14% | -9% | -5%&-3% | -5%&-4% | -11%&-13% | -19%
COc1ccc(CN2C3CCCC2CC(NC(=O)Nc2ccccc2C)C3)cc1 (stereo not drawn) | -0.8 | 4% | 4% | 15% | 2% | -11% | 29% | -1% | -14%
CN(C)S(=O)(=O)c1ccc(SCC(=O)Nc2cccc(S(=O)(=O)N3CCCC3)c2)nc1 | x | x | -6% | u | x | x | 8% | x | -1%
COc1cc(Br)cc(C=Nc2cccc(C(F)(F)F)c2)c1O | 1.1 | -9% | -16% | -25% | 1% | 0% | -21% | 7% | -13%
CSc1ccccc1C(=O)N1CCC2(CC1)CC(=O)c1ccccc1O2 | -0.6 | x | -3% | 26% | -9% | x | 0% | x | -1%
COC(=O)CNC(=O)CN1C(=O)N(c2cccc(Cl)c2)C(N(O)C(=O)Nc2cccc(Cl)c2)C1(C)C (stereo not drawn) | -0.7 | u | -3% | -10% | 2% | -14% | 0% | 4% | -5%
Cc1nc2ccc(-c3nc4ccccc4[nH]3)cc2[nH]1 | -0.7 | 0% | -15% | u | u | 17% | -5% | 13µM* | -37%
CCN(CC)c1ccc(/C=N/NC(=O)CNC(=O)c2ccccn2)cc1 | 1.3 | u | -15% | 79%[activator] | 6% | -5% | 2% | 1% | -12%
O=C(O)c1cc(N2CCCCC2)nc2ccccc12 | x | x | 6% | 0% | x | x | -2% | x | -8%
CC#CCN1c2ccccc2[C@]23C[C@@H](C(=O)OC)N=C2NC(C(=O)OC)=C(C(=O)OC)[C@H]13 | -0.5 | -3% | -6% | -30% | 2%[12.4 µM] | -4%[12.4 µM] | 0% | 4% | -1%
CCOc1ccc(S(=O)(=O)n2cnc3ccccc32)cc1 | -0.5 | -4% | -22% | 38%[activator] | 12% | 1% | -22% | 100% | 4%
Cc1cccc(C)c1Nc1c(-c2ccccc2Cl)nc2cnccn12 | 0.4 | 0% | -10% | 5% | x | -2% | -18% | 11% | -23%
Cc1sc2ncnc(N3CCC(C(=O)Nc4ccccc4C(C)(C)C)CC3)c2c1C | -0.1 | x | 16% | -1% | -2% | x | -10% | x | -14%
Cc1ccc(Nc2c([N+](=O)[O-])ccc3nonc23)c(C)c1 | -1.3 | 3% | -4% | 5% | -14% | -3% | 39% | 8% | -16%
Fc1ccc(-c2csc3nnc(SCc4cccnc4)n23)cc1 | -1.3 | 3% | -2% | 0% | 1% | 1% | 13% | 19% | -13%
O=C(NCc1ccccc1)C1C(=O)N(Cc2ccccc2)C(=O)C1C1(O)CCCC1 (stereo not drawn) | 0.8 | -7% | -8% | -7% | 4% | -4% | -11% | 9% | -6%
O=C(NC1CC1)c1cc(=S)[nH]c2ccccc12 | x | x | -9% | 79%[activator] | -6% | x | -8% | x | -4%
CCC1CN(C(=O)N2CCC(C(=O)NCc3ccccc3OC)CC2)c2ccccc2O1 (stereo not drawn) | -0.2 | -20% | 10% | 18% | 59%[activator] | -1% | 1% | -11% | 12%
Cc1ccc(C(=O)NCC(c2cccs2)N(C)C)cc1S(=O)(=O)N1CCOCC1 (stereo not drawn) | 0.0 | x | -8% | 20% | -17% | x | 27% | x | -12%
CCCCCOC(=O)CSc1nc2c(c(=O)[nH]c(=O)n2C)n1CCc1ccccc1 | -0.8 | 4% | 4% | 13% | u | 0% | u | u | 0%
CCOC(=O)N1CCC(N(CCN(C)C)C(=S)Nc2cccc(Cl)c2C)CC1 | -0.1 | -2% | 2% | 6% | 7% | 1% | -8% | -22% | -28%
CCCCn1c(=O)[nH]c(=O)c2c1nc(-c1ccccc1OC(F)F)n2C | -0.7 | -17% | 9% | 46%[activator] | -13% | 2% | -15% | 27% | -2%

Complete entries as entered above. Order of screens: TRHR ag | Apoferritin bind | ERG Ets-DNA blk | Pol iota inh | APEX1 inh | BLM inh | 12-LOX inh | Pol beta inh | POLK inh
Record of Cc1ccc(Nc2c([N+](=O)[O-])ccc3nonc23)c(C)c1 = -1.3 | 3% | -4% | 5% | -14% | -3% | 39% | 8% | -16%
Record of Cc1ccc(C(=O)NCC(c2cccs2)N(C)C)cc1S(=O)(=O)N1CCOCC1 (stereo not drawn) = 0.0 | x | -8% | 20% | -17% | x | 27% | x | -12%
Record of CCCCCOC(=O)CSc1nc2c(c(=O)[nH]c(=O)n2C)n1CCc1ccccc1 = -0.8 | 4% | 4% | 13% | u | 0% | u | u | 0%
Record of O=C(NC1CC1)c1cc(=S)[nH]c2ccccc12 = x | x | -9% | 79%[activator] | -6% | x | -8% | x | -4%
Record of Fc1ccc(-c2csc3nnc(SCc4cccnc4)n23)cc1 = -1.3 | 3% | -2% | 0% | 1% | 1% | 13% | 19% | -13%
